# Bioassay records (PubChem)
# PAX8 inh HTS – inhibitors of PAX8-driven TPO luciferase reporter, primary screen, RMG-I cells, single concentration; SteadyGlo, 24 h; inhibition, % at 12.6 µM; hit rate 1.2% among 360,000;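 active = mean replicate inhibition at least 60% with every replicate also reaching 60%; inconclusive = only one of the two criteria is met; inactive = mean below 60% and not all replicates reaching 60%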;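 also: luciferase light reporting Pax8 driven TPO promoter activity; plate controls were median of neutral control wells for no effect and mitoxantrone controls for full effect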
# DENV2 CPE rescue – inhibitors of DENV2 cytopathic effect, primary screen, cell-based, plate reader, single concentration; CPE inhibition, % at 9.99 µM; hit rate 1.7% among 350,000; AID 651640, 2012; DENV2-infected cells, cytopathic effect rescue; in the data active = CPE inhibition above about 20%, passing the limit was not always enough; inconclusive = no clear call, values can overlap the other calls; tested in BHK-21 cells;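 also: 0% = median of neutral control wells and 100% = median of positive control wells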
# Xi reactivation – activators of inactive X chromosome reactivation, primary screen, imaging, XiGFP fibroblasts, GFP high-content imaging, set 2; XiGFP mouse fibroblasts, % GFP-positive cells imaging, 3 d; cells co-treated with 5-aza-dC sensitizer; scaled so ellipticine positive control = 100%; activation, % at 7.58 µM; hit rate 0.055% among 360,000; AID 743238, 2013;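 active = mean normalized replicate activation at least 10% and every replicate at or above 10%; inconclusive = only one of the two criteria met; inactive = mean below 10% and not all replicates reach 10%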;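 also: 0% = median of on-plate neutral control wells and 100% = ellipticine 6 µM median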
#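 System: 68-5-11 XiGFP fibroblast line; Timing: 3 days compound exposure; Compound dosing: one concentration, pinned; Benchmarks: positive control ellipticine, 6 µM final; Buffer or medium: DMEM containing 5-aza-dC.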
# GSIS activator – GLuc luminescence reporter in INS-1E cells, primary screen for activators of glucose-dependent secretion of insulin. INS-1E GLuc reporter insulin secretion, 2-3 h. activation, % at 16.6 µM. hit rate 0.61% among 370,000. AID 743287, 2014;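 active = lowest replicate activation of at least 40%, so every replicate reaches that level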;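 also: 0% = median of neutral control wells and 100% = median of IBMX positive control wells; some compounds called inactive have numbers as strong as hits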
# ARNT TACC3 PPI – disruptors of ARNT/TACC3 protein interaction, primary screen, biochemical, AlphaScreen, single concentration. hit rate 0.66% among 390,000. inhibition, % at 9.99 µM. AlphaScreen His-ARNT PAS-B/GST-TACC3 binding, luminescence; TACC3 fragment carries E629A point mutation. AID 623870, 2012;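 active = mean inhibition of replicates at least 50% and at least half of replicates each reaching 50%; inconclusive = half or more replicates reach 50% but mean below 50%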;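 also: 0% = complete ARNT plus TACC3 wells and 100% = ARNT alone without TACC3; many hits fall short of the cut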
# CFTR F508del cor – F508del CFTR correction, initial screen, CFBE line, single point; activity (quench increase), % at 7.58 µM; hit rate 0.36% among 350,000; CFBE cells, YFP halide quenching; stimulated with forskolin plus potentiator P3; % fluorescence drop versus neutral controls;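 active = mean added fluorescence quench of at least 8% versus neutral control, with both replicates also reaching 8%; inconclusive = only one of the mean or replicate conditions met; inactive = mean below 8% and not both replicates reaching 8%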;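 also: cells transiently co-express mutant CFTR-F508del with the halide-sensitive YFP; corrector assay measuring rescue of mutant channel to the surface after 24 h compound exposure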
# EWS-Fli inh – EWS/Fli-driven NR0B1 reporter inhibitors, primary screen, A673 cells, NR0B1 luciferase, luminescence, MLPCN library; viability-normalised; inhibition, % at 12.6 µM; hit rate 0.67% among 350,000; AID 651661, 2012;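 active = mean inhibition of at least 50% after viability correction, with every replicate also passing that limit; inconclusive = mean reaches 50% but only one of two replicates passes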;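 also: firefly luciferase signal divided by Alamar Blue viability fluorescence both relative to DMSO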
# ERp5 inh – inhibitors of ERp5-driven insulin aggregation, primary screen, biochemical, turbidity, absorbance 650 nm, single point; 90 min; inhibition, % at 9.99 µM; Protein disulfide-isomerase A6 (Homo sapiens), Q15084; hit rate 0.05% among 350,000; AID 651711, 2012;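 active = mean replicate inhibition above about 25%, with every replicate also reaching it, limit read from the data, passing the limit was not always enough; inconclusive = only one of those two criteria met; inactive = neither criterion met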
# Target sequence (Q15084 whole entry, looked up): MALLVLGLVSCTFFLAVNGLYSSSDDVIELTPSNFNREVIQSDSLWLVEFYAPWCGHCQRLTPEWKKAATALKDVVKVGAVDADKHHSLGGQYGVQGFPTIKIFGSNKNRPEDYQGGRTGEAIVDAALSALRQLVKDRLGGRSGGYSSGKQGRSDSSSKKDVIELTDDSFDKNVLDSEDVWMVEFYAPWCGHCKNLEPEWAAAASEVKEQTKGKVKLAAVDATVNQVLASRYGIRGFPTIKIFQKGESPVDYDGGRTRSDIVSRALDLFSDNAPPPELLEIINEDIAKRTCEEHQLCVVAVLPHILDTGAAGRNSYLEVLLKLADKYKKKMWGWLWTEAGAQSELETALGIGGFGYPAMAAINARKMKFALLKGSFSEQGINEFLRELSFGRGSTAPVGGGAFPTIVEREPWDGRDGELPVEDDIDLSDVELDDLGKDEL
# The depositor's hits bear a star; ? = inconclusive; / = not tested or not shown; & = joins results of further samples.
SMILES,PAX8 inh HTS,DENV2 CPE rescue,Xi reactivation,GSIS activator,ARNT TACC3 PPI,CFTR F508del cor,EWS-Fli inh,ERp5 inh
O=C(C[C@@H]1CC[C@@H]2[C@H](COC[C@H](O)CN2Cc2cccc(C(F)(F)F)c2)O1)NCCc1ccccc1,20,-1,0.1,-18,-15,-2.1,13,-11
O=C(Nc1ccc(C(F)(F)F)cc1)N[C@@H]1CC[C@H](CCn2cc(C3(O)CCCC3)nn2)O[C@@H]1CO,27,-2,0.1,-7,3,1.2,11,0
CCCC#Cc1ccc([C@H]2[C@@H](CO)N(C(C)=O)[C@H]2CNC(=O)C2CC2)cc1,/,-7,0.0,-7,/,-1.3,7,4
CO[C@@H]1CN(C)C(=O)c2ccc(NC(=O)Nc3ccccc3Cl)cc2OC[C@H](C)NC[C@H]1C,/,-4,-0.2,5,5,-0.4,-5,-10
COCC(=O)N(C)C[C@@H]1Oc2cc(-c3ccc(C)cc3)ccc2S(=O)(=O)N([C@H](C)CO)C[C@@H]1C,/,0,-1.3,4,-1,-3.6,-21,-3
O=S(=O)(Nc1c(O)ccc2ccccc12)c1ccccc1,43,2,0.0,/,2,0.6,-158,7
N=C(N)SCP(=O)(c1ccccc1)c1ccccc1,8,1,-0.1,-21,-4,6.9,-2,-2
C[C@@H]1CN([C@H](C)CO)C(=O)Cc2cc(NC(=O)Cc3ccccc3)ccc2O[C@@H]1CN(C)C(=O)Nc1ccc(F)cc1,-2,11,-0.3,14,7,-1.7,-8,16
O=C(CCN1C(=O)c2ccncc2C1=O)Nc1cc(F)ccc1F,9,-2,0.1,-7,0,2.4,0,-3
CN(C)CCCN(C(=O)c1ccc(S(=O)(=O)N2CCCc3ccccc32)cc1)c1nc2ccc(F)cc2s1,-9,14,0.3,-29,11,-2.0,/,-1
COc1ccc(N2CCN(C(=O)c3ccc4nc(N5CCCCC5)sc4c3)CC2)cc1,-109,-3,0.2,-6,-1,0.3,-42,6
O=C(Nc1cccn(Cc2c(Cl)cccc2Cl)c1=O)C1CC1,0,5,0.1,1,1,-3.4,-1,-4
O=C(Cc1ccc(F)cc1)Nc1cccc(-c2ccc3nncn3n2)c1,20,1,0.0,13,-5,2.5,11,-1
COC(=O)/C(=C\c1c(OC)cc(OC)cc1OC)C(=O)c1ccc2c(c1)OCO2,10,1,0.0,2,/,0.0,7,1
CCCNC(=O)N(C)C[C@@H]1Oc2cc(-c3ccc(C)cc3)ccc2S(=O)(=O)N([C@@H](C)CO)C[C@@H]1C,/,-13,-1.1,-9,2,1.5,19,-6
CCOc1ccc(N(CC(=O)Nc2ccc(C)c(C)c2)S(=O)(=O)c2c(C)noc2C)cc1,17,-5,-0.1,-26,0,-5.1,18,-5
Cc1ccc(NC(=O)c2ccc3c(c2)OCCO3)cc1S(=O)(=O)Nc1cccc(Cl)c1,32,/,0.2,-10,3,-0.4,-67,-1
N#CCCN(CCC#N)S(=O)(=O)c1ccc(C(=O)Nc2nnc(C3=COCCO3)o2)cc1,-4,-1,0.0,12,39,-4.1,8,1
COc1ccc(C(=O)c2cn[nH]c2-c2ccc(C)cc2O)cc1,4,-5,0.0,26,-2,-2.0,-6,2
C[C@H](CO)N1C[C@H](C)[C@H](CN(C)C(=O)NC2CCCCC2)OCCCC[C@H](C)Oc2ccc(NS(=O)(=O)c3ccccc3)cc2C1=O,15,2,0.4,-36,2,-1.9,4,4

# Given as tab-separated lines: two of the compounds above.
compound	PAX8 inh HTS	DENV2 CPE rescue	Xi reactivation	GSIS activator	ARNT TACC3 PPI	CFTR F508del cor	EWS-Fli inh	ERp5 inh
COc1ccc(C(=O)c2cn[nH]c2-c2ccc(C)cc2O)cc1	4	-5	0.0	26	-2	-2.0	-6	2
C[C@H](CO)N1C[C@H](C)[C@H](CN(C)C(=O)NC2CCCCC2)OCCCC[C@H](C)Oc2ccc(NS(=O)(=O)c3ccccc3)cc2C1=O	15	2	0.4	-36	2	-1.9	4	4

# Next section.
SMILES,PAX8 inh HTS,DENV2 CPE rescue,Xi reactivation,GSIS activator,ARNT TACC3 PPI,CFTR F508del cor,EWS-Fli inh,ERp5 inh
Cc1cc(C(=O)Nc2cccc3c2O[C@@H](CN(C)Cc2ccc4c(c2)OCO4)[C@@H](C)CN([C@@H](C)CO)C3=O)n(C)n1,-9,-7,-0.1,21,-2,0.0,1,0
ClC(Cl)c1nnc(-c2ccccc2)c(-c2c[nH]c3ccccc23)n1,-7,/,0.2,-6,9,/,/,/
Cc1ccc(C(c2nc3ccccc3[nH]2)n2c(-c3ccccc3)nc3ccccc32)cc1 (stereo not drawn),-132,6,0.0,4,/,-3.0,-105,-2
C[C@@H]1CN([C@@H](C)CO)C(=O)Cc2cc(NC(=O)CCCCCC(=O)Nc3ccccc3N)ccc2O[C@@H]1CN(C)CC1CC1,-18,-7,-0.2,21,/,-0.8,7,-2
Cc1ccc(NC(=O)CN2C(=O)NC3(CCCc4ccccc43)C2=O)cc1S(=O)(=O)N1CCOCC1 (stereo not drawn),23,11,0.0,-25,0,3.7,10,-6
COc1ccc(OC)c(S(=O)(=O)NCC(c2ccco2)S(=O)(=O)c2ccccc2)c1 (stereo not drawn),9,?,0.2,-2,-9,3.3,11,0
COc1ccc(CC(=O)NC(C)c2nnc(SCC(=O)Nc3ccccc3F)n2C)cc1 (stereo not drawn),9,7,-0.1,17,-2,-0.1,11,0
COc1ccc(C(c2c(NC(=O)c3ccco3)sc(C)c2C)N2CCOCC2)cc1 (stereo not drawn),-103,2,0.0,1,0,-0.9,31,5
COc1cccc(CC(NC(C)=O)C(=O)NC2CCN(c3nnnn3-c3ccccc3)CC2)c1OC (stereo not drawn),-1,-4,-0.5,-9,-7,-1.0,6,-11
CCN(CC)C(=O)C1=C(C)N(CCCOC)C(=O)C(CC(=O)NCc2cccs2)C1 (stereo not drawn),1,5,0.3,2,/,-0.8,1,0
C[C@@H]1CN([C@@H](C)CO)C(=O)c2cc(NC(=O)Nc3ccc(F)cc3)ccc2O[C@H]1CN(C)S(=O)(=O)c1ccc(Cl)cc1,12,-12,0.2,-6,6,-2.0,2,8
CC(C)NC(=O)NCC[C@@H]1CC[C@H](NS(=O)(=O)c2ccc(-c3ccccc3)cc2)[C@H](CO)O1,7,9,0.2,-30,-1,0.6,-1,-3
O=C(c1cccnc1)N1CCC(Oc2ccc(C(=O)N3CCCCO3)cc2)CC1,3,-4,0.2,0,-12,-1.0,-4,3
CN1CCN(C(=O)CCc2nnc3ccc(N4CCC5(CC4)OCCO5)nn23)CC1,-22,-2,0.1,0,-4,-2.5,-4,-13
CO[C@@H]1CN(C)C(=O)c2cc(NC(=O)c3ccccc3)ccc2OC[C@@H](C)NC[C@H]1C,-5,13,0.3,8,-4,-2.3,-13,-1
CCNC(=O)C1(C)CCCN1C(=O)c1ccc(-c2ccccc2)cc1 (stereo not drawn),/,-1,0.0,1,/,1.4,8,5
COCCN1CC(CNC(=O)c2cc(COc3ccccc3SC)on2)CC1=O (stereo not drawn),-7,1,0.0,6,/,-0.1,-12,-8
Cc1ccc(S(=O)(=O)N2CCOCC2)cc1C(=O)Nc1ccc2c(c1)OCCO2,-13,-4,0.0,30,7,-4.8,-1,4
CCC(=O)N1[C@@H]2c3ccc(-c4ccc(F)cc4)c(=O)n3C[C@@H]2[C@@H](CO)[C@@H]1C(=O)NC1CCC1,-3,0,0.0,1,-10,-2.2,-5,2
COc1ccc2c(c1)cc1c(=O)n(CC(=O)NCCCN3CCOCC3)nc(C)n12,-15,?,0.0,6,-4,-0.3,1,-5
COC(=O)c1ccc(NC(=O)CNC(=O)c2sc3ccccc3c2Cl)cc1,4,3,0.0,-2,11,-2.2,-13,6
C[C@@H](O)C#Cc1ccc([C@H]2[C@@H](CO)N3CCCCN(CC4CC4)C[C@@H]23)cc1,2,11,0.0,3,3,3.0,-10,-3
C[C@@H]1CN([C@H](C)CO)C(=O)c2cc(NS(=O)(=O)c3cccs3)ccc2O[C@@H](C)CCCCO[C@@H]1CN(C)C(=O)Cc1ccccc1,10,-3,-0.3,-25,-1,-0.1,-7,-3
C[C@@H]1CCCCO[C@@H](CN(C)CC2CCCCC2)[C@@H](C)CN([C@H](C)CO)C(=O)c2cc(NC(=O)Nc3ccc4c(c3)OCO4)ccc2O1,-6&15,-1&-6,-0.1&-0.1,37&-16,3,-2.7&1.8,-7&6,-13&6
COc1ccc(/C=C/C(=O)NCc2cn(C)nc2C)cc1COc1ccc(Cl)cc1Br,/,0,/,3,5,-2.0,13,4
O=C(C[C@@H]1C[C@H]2c3cc(NS(=O)(=O)c4ccc(F)cc4)ccc3O[C@H]2[C@H](CO)O1)NCc1cccnc1,-23,-2,0.3,2,-1,2.2,-1,-3
O=C(Cc1ccc(S(=O)(=O)N2CCOCC2)s1)NC1CCCCC1,2,0,0.2,14,-1,0.9,-1,13
O=C(C[C@H]1C[C@@H]2c3cc(NC(=O)CC4CC4)ccc3O[C@@H]2[C@@H](CO)O1)NCCN1CCCCC1,-8,18,0.0,-10,-8,-5.5,-12,-11
CCCC(=O)N1CC2(C1)CN(C(=O)C1CCCCC1)[C@H](CO)c1[nH]c3cc(OC)ccc3c12,-1,7,0.3,-7,/,-0.7,6,36*
COc1ccccc1-c1cn(CC[C@H]2CC[C@@H](NS(=O)(=O)c3ccccc3C)[C@H](CO)O2)nn1,22,2,-0.4,-12,-3,0.8,16,2
COc1ccc(CCNC(=O)CSc2nc3[nH]ncc3c(=O)n2-c2ccccc2Br)cc1OC,-15,-5,0.0,12,1,-1.0,10,-4
CCOc1ccc(NS(=O)(=O)c2ccc(C(=O)N3CCCC3)cc2)cc1,6,-4,-0.1,-4,3,-2.4,1,-11
CCCCCC(=O)Nc1cccc(C2=NOC3(C2)C[C@H](C(N)=O)N(C(=O)CCCCC)C3)c1 (stereo partly drawn),12,-14,0.0,-5,0,1.9,5,1
COc1cc2c(cc1NC(=O)COC(=O)[C@@H](NS(=O)(=O)c1cccc(Cl)c1)C(C)C)oc1ccccc12,12,/,-0.1,-31,-4,/,/,/
Cc1cc(C)n(CC(=O)Nc2ccc([N+](=O)[O-])cc2)n1,-6,-1,0.0,19,-2,-1.4,-14,6
COCC(=O)N(C)C[C@@H]1Oc2cc(C#C[C@H](C)O)ccc2S(=O)(=O)N([C@H](C)CO)C[C@@H]1C,/,1,3.1,-2,2,0.1,0,-3
CCC(=O)Nc1ccc2c(c1)C(=O)N(C)C[C@@H](OC)[C@H](C)CN(CCC(F)(F)F)[C@@H](C)CO2,56,9,0.3,-9,-9,5.0,-9,4
CCCCCCSc1ccc([C@H]2N[C@@](C)(C(=O)OC)[C@H]3C(=O)N(C)C(=O)[C@@H]23)cc1,-4,-11,0.0,-11,-2,5.2,-3,0&2
C[C@@H]1CN([C@H](C)CO)C(=O)Cc2cc(NS(C)(=O)=O)ccc2O[C@@H]1CN(C)Cc1ccc(-c2ccccc2)cc1,16,6,0.1,-14,3,-0.5,/,2
CCCNC(=O)c1nc(C)n(-c2ccc([N+](=O)[O-])cc2)n1,1,-10,-0.1,11,/,-0.6,-5,2
COCCNC(=O)c1ccc(C2SCC(=O)N2Cc2ccco2)cc1 (stereo not drawn),5,5,0.2,5,2,/,-5,3
